# High-throughput results from PubChem BioAssay.
# Rv3671c protease – Rv3671c (M. tuberculosis) protease inhibition; actives 0.048% (n = 320,000); P9WHR9; inhibition, % at 5.96 µM; AID 2606; in the data active = inhibition above about 38%;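 note: extracellular domain of Rv3671c used as enzyme; 0% = enzyme with DMSO and 100% = no enzyme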
# Target sequence (P9WHR9 whole entry, looked up, the tested form may be a part): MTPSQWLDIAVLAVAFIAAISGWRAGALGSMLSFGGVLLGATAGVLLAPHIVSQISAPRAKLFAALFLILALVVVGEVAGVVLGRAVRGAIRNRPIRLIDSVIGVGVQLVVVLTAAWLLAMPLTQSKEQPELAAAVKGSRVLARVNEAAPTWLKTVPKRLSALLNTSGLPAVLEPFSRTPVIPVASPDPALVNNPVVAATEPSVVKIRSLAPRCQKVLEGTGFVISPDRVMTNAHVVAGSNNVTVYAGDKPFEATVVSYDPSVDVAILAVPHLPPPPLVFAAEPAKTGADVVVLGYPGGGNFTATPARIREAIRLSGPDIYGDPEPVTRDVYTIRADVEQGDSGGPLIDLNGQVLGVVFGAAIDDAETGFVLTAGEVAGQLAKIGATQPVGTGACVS
# MazF activator – MazEF (E. coli) toxin RNase activation. P0AE70. FAM/BHQ RNA-DNA oligo cleavage fluorescence, 5 h. activation, % at 20 µM. actives 0.32% (n = 350,000). AID 504720; in the data active = activation above about 50%
# Target sequence (P0AE70 whole entry, looked up): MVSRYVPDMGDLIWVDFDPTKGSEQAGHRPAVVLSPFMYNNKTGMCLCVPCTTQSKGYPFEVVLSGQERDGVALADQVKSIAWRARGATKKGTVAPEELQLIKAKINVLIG
# BoNT-F LC inh – BoNT F light chain protease inhibition; inhibition, % at 10 µM; Multiplex microsphere protease cleavage assay, flow cytometry; actives 0.22% (n = 360,000); in the data active = inhibition above about 35%, passing the limit was not always enough; inconclusive = no clear call, values can overlap the other calls; note: plate controls were buffer without enzyme for full effect and enzyme alone for no effect
# FadD28 binding – inhibitors of Mycobacterium tuberculosis FadD28 bisubstrate binding. FadD28 bisubstrate probe binding, fluorescence polarization. inhibition, % at 12.5 µM. actives 0.22% (n = 360,000). AID 588549; in the data active = inhibition above about 8.5%, passing the limit was not always enough; inconclusive = no clear call, values can overlap the other calls
# CCHF vOTU inh – CCHFV vOTU protease inhibition; Pep-AMC fluorescence; actives 0.55% (n = 370,000); AID 651958; inhibition, % at 11.5 µM; note: 0% = vehicle wells with enzyme and 100% = no enzyme wells
# GDH-TPI counter – inhibits GDH-TPI coupling enzymes, artifact for Mtb FBA screen | actives 1.2% (n = 360,000) | inhibition, % at 4.8 µM | GDH-TPI coupled enzyme counterscreen, NADH absorbance;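 note: 0% = DMSO wells and 100% = wells lacking the enzyme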
# DUSP3 inh – inhibitors of human VHR1 phosphatase (DUSP3); P51452; recombinant VHR phosphatase, pNPP absorbance; inhibition, % at 13.3 µM; actives 0.52% (n = 290,000); in the data active = inhibition above about 50%; note: some compounds called inactive have numbers as strong as hits
# Target sequence (P51452 whole entry, looked up): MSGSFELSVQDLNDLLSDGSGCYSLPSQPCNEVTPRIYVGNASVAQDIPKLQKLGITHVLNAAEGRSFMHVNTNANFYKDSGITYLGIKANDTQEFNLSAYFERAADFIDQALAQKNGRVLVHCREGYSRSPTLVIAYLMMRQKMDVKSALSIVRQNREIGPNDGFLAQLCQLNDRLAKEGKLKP
# Mtb UGM inh – blocks M. tuberculosis UGM enzyme. AID 504406. purified UGM, fluorescence polarization probe displacement. P9WIQ1. inhibition, % at 10 µM. actives 0.06% (n = 320,000); in the data active = inhibition above about 10%, passing the limit was not always enough; inconclusive = no clear call, values can overlap the other calls
# BioA inh – inhibitors of Mycobacterium tuberculosis BioA enzyme | purified M. tuberculosis BioA enzyme, plate reader | inhibition, % at 9.99 µM | actives 0.096% (n = 360,000); in the data active = inhibition above about 40%; inconclusive = no clear call, values can overlap the other calls
# Mtb FBA inh – Mtb fructose-bisphosphate aldolase inhibition. P9WQA3. purified M. tuberculosis FBA, fluorescence read-out. actives 2.3% (n = 360,000). inhibition, % at 1 µM; in the data active = inhibition above about 27%;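 note: 0% = vehicle and 100% = reference inhibitor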
# The depositor's hits bear a star; ? = inconclusive; nt = no result given. Cut-off read from the data, not from the text of the source, unless noted: active = inhibition above about 30%; inactive = the rest.
SMILES,Rv3671c protease,MazF activator,BoNT-F LC inh,FadD28 binding,CCHF vOTU inh,GDH-TPI counter,DUSP3 inh,Mtb UGM inh,BioA inh,Mtb FBA inh
Cc1nc(C)c(C(=O)NN=Cc2ccc(N(CCCl)CCCl)cc2)s1,nt,-3,5,-2.6,-11,20,nt,nt,nt,0
CC(C)=CCN1CCN(Cc2c(C)nn(C)c2Cl)CC1CCO (configuration not stated),-1,0,-2,-2.7,-14,5,4,0.5,nt,0
CCOc1ccc2[nH]c(=O)c(CN(Cc3ccccc3)C(=O)N3CCCC3)cc2c1,9,6,6,-3.0,-13,5,6,-4.2,-0.4,4
Cc1ccc(SC2=C(C(=O)O)CCCC2)cc1,3,-39,-21,-1.3,-15,2,2,0.1,-1.4,-3
C=CCC1(O)C(=O)N2C(=C1C(=O)N1CCOCC1)c1ccccc1CC2(C)C (configuration not stated),-8,-1,2,0.3,-7,11,21,2.6,0.7,1
Cc1ccccc1OCCOC(=O)c1cc(S(=O)(=O)N2CCCCC2)ccc1N1CCOCC1,8,-2,-7,-0.2,-5,8,nt,4.1,-3.9,3
Cc1ccc(-n2c(C)nnc2SCC(=O)NNC(=O)c2ccco2)cc1,-9,8,2,-2.2,-4,-4,16,3.0,nt,-9
CC(C)C(=O)N1CCC1(C)C(=O)NCc1cc(Cl)ccc1F (configuration not stated),nt,nt,-1,-2.8,11,-2,nt,nt,2.6,0
OC(c1ccccc1)c1nc(-c2cc(F)cc(F)c2)cs1 (configuration not stated),nt,nt,-3,-2.2,8,9,nt,nt,0.0,-3
COc1ccc(C(=O)Nc2ccc(C(=O)O)cc2NC(=O)c2ccc(OC)cc2)cc1,nt,8,-6,-5.1,-6,8,-9,-2.3,nt,0
Nc1nnc(CC(=O)NCc2ccccc2)s1,1,1,5,0.4,1,-3,25,-1.7,-0.5,4
O=C(Nc1cccs1)Nc1ccccc1Br,6,0,-4,1.0,6,10,20,-1.8,nt,5
CCCCN1C(=O)c2cccc3cc(O)cc(c23)C1=O,-8,-16,9,0.2,8,9,nt,-6.3,2.0,4
CN(CC(=O)Nc1cccc(F)c1)C(=O)CC1CCCCC1,6,-15,?,-0.2,8,5,nt,1.2,-0.1,2
CCOP(=O)(OCC)c1nc(-c2ccccc2)oc1NCc1ccccc1,-10,1,-1,2.2,-26,8,-4,4.2,nt,82*
C(=N\Nc1nc(N2CCCC2)nc(N2CCCC2)n1)/c1ccncc1,0,-8,-3,-4.4,-5,-3,-11,1.7,nt,-2
CCOC(=O)N1CCN(CC(O)COc2ccc3c(c2)CCC3)CC1 (configuration not stated),3,3,0,-4.0,8,-7,6,2.9,-0.6,-1
COc1ccccc1NC(=O)C(=O)N1N=C(C(C)C)CC1(O)C(F)(F)F (configuration not stated),-7,2,-2,0.5,23,11,19,0.8,2.3,2
O=C1c2oc3ccccc3c(=O)c2C(c2cccc(Br)c2)N1Cc1ccco1 (configuration not stated),0,13,0,-2.5,-6,-6,7,-3.4,nt,3
CCc1cccc(NC(=O)CCCSc2nc3ccccc3[nH]2)c1,-6,2,1,-4.5,14,-3,-16,1.1,nt,-1
Cc1ccc(NC(=O)c2ccc(CSc3ncnc4nc[nH]c34)cc2)c(C)c1,-12,-4,nt,0.1,-9,1,23,1.7,-0.8,-1
COc1ccc(OC)c(C(O)c2ncc(-c3ccc(C(F)(F)F)cc3)[nH]2)c1 (configuration not stated),nt,nt,0,-3.1,8,4,nt,nt,-0.2,-3
Fc1ccc(-c2nc3c(-c4ccccc4)cnn3cc2CCN2CCOCC2)cc1,5,10,-2,-1.2,-7,5,-4,3.5,nt,0
N=c1c2c(-c3ccccc3)c(-c3ccccc3)n(Cc3ccco3)c2ncn1Cc1ccco1,-3,17,6,-4.5,-2,-4,4,-0.8,21,6
COCCn1c(SCC(=O)NCCc2ccccc2)nnc1-c1ccco1,6,-3,-3,-1.8,-11,5,36,-0.6,-0.6,-1
CCc1nnc(NC(=O)c2ccc(-c3ccc([N+](=O)[O-])cc3Cl)o2)s1,-6,4,2,-2.1,-10,5,-12,-1.5,nt,2
COc1ccc(-c2cc(C(=O)NCc3cccc(C(F)(F)F)c3)[nH]n2)c(C)c1,nt,nt,-2,-5.7,27,3,nt,nt,0.0,-1
CCn1nnnc1SCC(=O)NNC(=O)C1CCCCC1,2,3,2,-1.7,7,2,-2,-0.3,-1.2,0
O=C(CN1CCOCC1)NC1C2CC3CC(C2)CC1C3 (configuration not stated),-3,10,3,0.9,2,6,5,2.4,-1.8,0
Clc1ccccc1C1=NCc2nncn2-c2sc(Br)cc21,-2,5,-6,-3.8,-6,-6,nt,-0.5,-0.6,2
COc1ccc(CCCC(=O)NC2CCCCC2)cc1,5,0,0,-1.7,8,20,16,-1.2,-1.1,-3
CCOc1cc(C(=S)N2CCOCC2)ccc1OC(=O)c1ccccc1,-10,-8,?,-0.6,-9,-10,47,6.4,-0.8,1
Cc1c(CC(=O)N2CCN(C(=O)C3COc4ccccc4O3)CC2)c(=O)oc2cc(O)c(Cl)cc12 (configuration not stated),0,4,5,-0.7,-385,25,-6,-1.2,-1.0,nt
O=C(Cc1csc(-c2ccccc2)n1)Nc1ccc(C(F)(F)F)cc1,-22,-4,-17,-1.8,23,11,3,-3.2,-1.1,2
COc1ccc(NC(=S)N2CCCC(c3nc4ccc(C)cc4[nH]3)C2)cc1 (configuration not stated),1,-1,-4,-1.0,-12,1,8,-0.4,nt,1
COc1cc(/C=C2/SC(=S)N(CC(=O)Nc3cccnc3)C2=O)cc(OC)c1OC,-9,20,30,-0.9,-5,7,3,3.3,nt,0
Cc1nc2sc(-c3ccccc3)cc2c(=O)n1N,-15,-3,-6,-1.5,0,47*,31,0.0,-1.5,0
S=C(Nc1ccc2c(c1)OCO2)N1CCCC1,2,-3,0,-1.2,-9,-3,14,-2.2,nt,1
Cc1ccc(C(=O)COC(=O)c2cnccn2)cc1[N+](=O)[O-],-6,-4,-1,0.0,-15,2,9,-0.8,-1.4,0
FC(F)(F)c1cccc(Oc2cc(C(F)(F)F)nc(-c3ccccn3)n2)c1,1,11,15,-0.5,-2,5,44,1.3,-1.2,-2

# Structural class: the compounds so far containing a nitro group on carbon
SMILES,Rv3671c protease,MazF activator,BoNT-F LC inh,FadD28 binding,CCHF vOTU inh,GDH-TPI counter,DUSP3 inh,Mtb UGM inh,BioA inh,Mtb FBA inh
CCc1nnc(NC(=O)c2ccc(-c3ccc([N+](=O)[O-])cc3Cl)o2)s1,-6,4,2,-2.1,-10,5,-12,-1.5,nt,2
Cc1ccc(C(=O)COC(=O)c2cnccn2)cc1[N+](=O)[O-],-6,-4,-1,0.0,-15,2,9,-0.8,-1.4,0

# Remaining list, next part:
SMILES,Rv3671c protease,MazF activator,BoNT-F LC inh,FadD28 binding,CCHF vOTU inh,GDH-TPI counter,DUSP3 inh,Mtb UGM inh,BioA inh,Mtb FBA inh
O=C(O)c1ccc2oc(SCC(=O)N3CCCCC3)nc2c1,-2,11,14,-1.9,5,1,24,-0.5,nt,-2
CCOc1ccccc1NC(=O)C1CCN(c2ccc(S(=O)(=O)N3CCCC3)cc2)CC1,-5,1,6,0.2,-5,11,0,nt,-0.1,4
Cc1ccc(C2CC(c3cccc(NS(C)(=O)=O)c3)=NN2S(C)(=O)=O)cc1 (configuration not stated),-9,7,-2,-2.0,-4,6,-5,1.9,1.5,-3
COC(=O)c1ccc(C(=O)OC)c(-n2c(=O)c3ccccc3c3ccccc3c2=O)c1,-11,-6,-4,-1.2,-1,4,-10,0.4,6.1,2
CCCC(=O)n1nc(-c2ccccc2)nc1N,6,1,3,-2.9,-14,-1,-14,-1.3,-1.9,3
COc1ccc(-n2c(COc3ccc4ccccc4c3)nnc2SCC(=O)NCc2ccco2)cc1,-6,-16,-10,-3.8,-4,-1,29,-0.3,0.3,0
CC(C)(C)c1cc[n+](-c2[nH]c(=O)sc2/C=N/N=C(\[O-])c2ccccc2)cc1,-2,11,1,-1.0,19,33*,1,0.8,-1.4,-5
CN(CC(=O)Nc1ccc(F)cc1)CC(=O)N(C)C1(C#N)CCCCC1,1,8,-6,-0.4,-1,8,nt,-2.5,0.6,0

# Of the compounds above, these contain an NH in an aromatic ring.
SMILES,Rv3671c protease,MazF activator,BoNT-F LC inh,FadD28 binding,CCHF vOTU inh,GDH-TPI counter,DUSP3 inh,Mtb UGM inh,BioA inh,Mtb FBA inh
CCOc1ccc2[nH]c(=O)c(CN(Cc3ccccc3)C(=O)N3CCCC3)cc2c1,9,6,6,-3.0,-13,5,6,-4.2,-0.4,4
CCc1cccc(NC(=O)CCCSc2nc3ccccc3[nH]2)c1,-6,2,1,-4.5,14,-3,-16,1.1,nt,-1
Cc1ccc(NC(=O)c2ccc(CSc3ncnc4nc[nH]c34)cc2)c(C)c1,-12,-4,nt,0.1,-9,1,23,1.7,-0.8,-1
COc1ccc(OC)c(C(O)c2ncc(-c3ccc(C(F)(F)F)cc3)[nH]2)c1 (configuration not stated),nt,nt,0,-3.1,8,4,nt,nt,-0.2,-3
COc1ccc(-c2cc(C(=O)NCc3cccc(C(F)(F)F)c3)[nH]n2)c(C)c1,nt,nt,-2,-5.7,27,3,nt,nt,0.0,-1
COc1ccc(NC(=S)N2CCCC(c3nc4ccc(C)cc4[nH]3)C2)cc1 (configuration not stated),1,-1,-4,-1.0,-12,1,8,-0.4,nt,1
CC(C)(C)c1cc[n+](-c2[nH]c(=O)sc2/C=N/N=C(\[O-])c2ccccc2)cc1,-2,11,1,-1.0,19,33*,1,0.8,-1.4,-5
